TTR transcr act: TTR transcription activators in neuroblastoma reporter cells, primary screen, cell-based, luminescence, SH-SY5Y, TTR promoter Gaussia luciferase; 100% = recombinant luciferase protein wells; activation, % at 16.7 µM; 92,000 tested, 1.3% active; AID 1117267, 2014;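 active = activation above the mean of all tested compounds plus 3 SD, cut at about 9.5% in these data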;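 also: cells exposed to compounds for one day before reading; 0% = median of all test compound wells on the plate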
Numbers without * were called inactive.

SMILES	TTR transcr act
CCC(=O)N1CCC2(CC1)Oc1ccc(Cl)cc1C(=O)C21CC(c2ccc(Cl)cc2)=NO1 (stereo not drawn)	-2.7
S=c1nc2[nH]c3ccccc3c2n[nH]1	-2.4
Cc1nn2c(NCc3ccccn3)cc(C(C)C)nc2c1-c1ccccc1	0.5
CC1CCC(C(C)C)C(OC(=O)C2=C3c4ccccc4S(=O)(=O)N3CC2)C1 (stereo not drawn)	-1.5
COc1ccccc1N1CCN(/N=C/c2c(C)nn(-c3ccccc3)c2C)CC1	2.8
O=c1[nH]c(CSc2ncn[nH]2)nc2ccccc12	0.2
CCOc1ccc(NC(=O)CC2SC(=O)N(c3ccccc3)C2=O)cc1 (stereo not drawn)	-1.0
COc1ccc(CN2CCN(CC(=O)Nc3ccccc3C(=O)NC3CC3)CC2)cc1F	-0.3
Cc1cccc(N(CC(=O)NC2CCCC2)C(=O)c2nsc(Cl)c2Cl)c1C	0.8
S=c1[nH]c2cc(Cl)ccc2s1	9.4
O=C(NCc1ccccc1)C(c1cccs1)N(C(=O)c1csnn1)C1CC1 (stereo not drawn)	1.1
O=C(COC(=O)c1ccc(O)cc1)Nc1cc(S(=O)(=O)N2CCOCC2)ccc1Cl	-0.7
O=C(Nc1ccccc1N1CCN(c2ccc(F)cc2)CC1)C1CCCCC1	0.8
O=C(CN1CCN(Cc2ccccc2)CC1)N/N=C/c1ccc(Br)s1	-1.2
COC(=O)c1cn(NC(=O)C2CCCCC2)c(=O)c2ccccc12	-1.7
CC1NC(=O)NC1CCCCCC(=O)NCCc1ccccc1 (stereo not drawn)	-2.5
N#Cc1nc(COc2ccccc2Cl)oc1N1CCCCCC1	0.7
C#CCOCCOCCOCCNc1nc(N2CCN(C(=O)CCCCCCCCCCNC(=O)[C@@H]([C@H](C)O)n3cc(C)nn3)CC2)nc(N2CCN(C(=O)CCCCCCCCCCNC(=O)[C@@H]([C@H](C)O)n3cc(C)nn3)CC2)n1	1.0
CCOC(=O)N1CCN(C(=O)c2ccc(OC)c(S(=O)(=O)N3CCOCC3)c2)CC1	0.6
COc1ccc(C(=O)Nc2ccccc2-c2nnn(CC(=O)NCc3ccco3)n2)cc1	0.4
CCOC(=O)C/C(C)=N/NC(=O)CN(c1ccc(Br)cc1)S(=O)(=O)c1ccccc1	1.8
CCNC(=O)NC(=O)C(C)OC(=O)C1CCN(S(=O)(=O)c2ccc(C)c(C)c2)CC1 (stereo not drawn)	0.6
Cc1nn(C)c(C)c1C1C(C#N)=C(N)Oc2n[nH]c(C)c21 (stereo not drawn)	-0.1
Cc1nonc1NC(=O)c1oc2ccccc2c1C	-0.5
NS(=O)(=O)c1ccc(CCNC(=O)C2CCN(S(=O)(=O)c3cnc[nH]3)CC2)cc1	-0.1
CC(=O)Nc1cccc(NC(=O)c2oc3ccccc3c2C)c1	0.6
Cc1csc(NC(=O)CCC(=O)N(CC(=O)NC2CCCC2)Cc2ccco2)n1	0.0
Clc1ccc(C2=NN=C3COc4ccccc4N3C2)cc1	-1.0
COc1cccc(CNC(=O)CCCC(=O)NC(C)CCc2ccccc2)c1 (stereo not drawn)	0.3
Cc1noc(NS(=O)(=O)c2ccc(NC(=O)CCN3C(=O)c4ccccc4C3=O)cc2)c1C	0.3
COc1ccccc1N1CCN(C(=O)C(NS(=O)(=O)c2cccs2)c2ccccc2)CC1 (stereo not drawn)	0.0
S=C(N/N=C/c1cccs1)NC1CC2CCC1C2 (stereo not drawn)	-1.3
O=C(CSCC(=O)Nc1ccccc1)N/N=C/c1c(O)ccc2ccccc12	0.7
COc1ccccc1NC(=O)Nc1nc(C(N)C2CCCCC2)cs1 (stereo not drawn)	1.2
COc1ccc(-n2c(/C=C3\C(=O)N(C)c4ccccc43)nc3ccccc3c2=O)cc1	-1.1
CCn1c(C(=O)Nc2ccsc2C(=O)OC)cc2sc(Cl)cc21	0.4
CCOc1ccccc1NC(=O)CCNS(=O)(=O)c1ccc2[nH]c(=O)oc2c1	0.9
O=C(CCc1nc2ccccc2c(=O)[nH]1)OCCOc1ccc(Cl)cc1	-1.8
c1ccc(N=Nc2ccc3cccccc2-3)cc1	1.2
COc1cc(NC(=O)C(C)C)ccc1NC(=O)c1ccco1	1.8
O=C(O)CCC(=O)N1CCN(c2cccc(Cl)c2)CC1	-0.6
COC(=O)c1cnc(N2CCOCC2)nc1C(F)(F)F	5.7
CC(C)CCn1c(C(C)O)nc2ccccc21 (stereo not drawn)	1.7
CC(C)C[C@H](NC(=O)c1nc[nH]c1C(=O)N[C@@H](CC(C)C)C(=O)OC(C)(C)C)C(=O)OC(C)(C)C	-7.9
Cc1ccc(S(=O)(=O)N(C)CC(=O)NCC(c2ccc(F)cc2)N2CCOCC2)cc1 (stereo not drawn)	-0.9
O=C1Cc2ccccc2Sc2c(OCCN3CCCCC3)cccc21	-0.6
COCCNC(=S)N/N=C/c1ccc(OCc2ccc(C(=O)OC)cc2)cc1	-1.5
CCOc1ccccc1NC(=O)Nc1ccon1	1.8
CCN(CC)C(=O)c1c([N+](=O)[O-])c(C(C)(C)C)nn1C	-0.1
O=C(Nc1ccc(F)cc1)Nc1nc2ncccn2c1-c1ccc(F)cc1	-2.1
C#CCN1C(=O)[C@@](O)(c2cccn2C)c2cc(F)ccc21	-1.5
CC(C)C(NS(=O)(=O)/C=C/c1ccccc1)C(=O)NCc1ccc(F)cc1 (stereo not drawn)	2.8
O=C(COC(=O)c1ccccc1O)Nc1ccc2ccccc2c1	-1.5
COc1ccccc1N1Cc2ccccc2C1	2.3
O=C(N/N=C/c1ccc(Br)cc1)c1ccc(NC(=O)c2ccccc2)cc1	1.7
Cc1ccc2[nH]c(=O)c(CN(Cc3cccnc3)Cc3nnnn3CCN3CCOCC3)cc2c1	1.4
C/C=C/c1cccc(-c2nc(C(=O)N3CCOCC3)cc3c2[C@H](CCO)N(C(=O)NC(C)C)C3)c1	-1.0
N#C/C(=C(/O)CCl)c1nc(-c2ccccc2)cs1	2.8
Cc1noc(C)c1COC(=O)c1cc(=O)[nH]c2ccccc12	31*
COc1cc(-c2c(C#N)c(N)nc3c2CCCC3)ccc1O	-2.4

(next part)
SMILES	TTR transcr act
CC(=O)c1ccc(NC(=S)NNC(=O)c2ccccc2[N+](=O)[O-])cc1	-1.2
O=C(Cn1cc(C(F)(F)F)cc(Cl)c1=O)Nc1ccc(N2CCOCC2)cc1	3.7
Cc1ccc(NC(=S)N2CCC(N(C)CC3CCCO3)CC2)cc1 (stereo not drawn)	-1.3
CCc1nc(SCC(=O)Nc2ccc3c(c2)OCCO3)c2oc3ccccc3c2n1	5.9
Cc1cc(C)c(-n2c(O)c(C=NCCN3CCOCC3)c(=O)[nH]c2=O)c(C)c1	0.5
CCCCCCCCCS(=O)(=O)Nc1cc(C)ccn1	-1.0
O=C(OCc1cn([C@H]2C[C@H](c3ccc(Cl)cc3)N(Cc3cccs3)C[C@@H]2O)nn1)c1ccccc1	-0.5
O=C(CN(c1ccc(F)cc1)S(=O)(=O)c1ccc2c(c1)OCCO2)NCC1CCCO1 (stereo not drawn)	-1.7
Cc1cc(NC(=O)CSc2nc3ccc(Cl)cc3[nH]2)no1	0.3
COc1ccc(NCC(O)Cn2cnc3c2c(=O)n(C)c(=O)n3C)cc1 (stereo not drawn)	-2.1
CCn1ccnc1CN(C)Cc1cn(-c2ccc(C)cc2)nc1-c1cccc(C)c1	-2.1
COc1cccc(Cn2cc(COC(=O)N(C)Cc3ccccc3)nn2)c1	0.2
C=CCNC(=O)C1CC1(c1ccc(C)cc1)c1ccc(C)cc1 (stereo not drawn)	5.5
CCCCN(CC)CCNC(=O)Cn1cnc2sc(C)c(S(=O)(=O)N3CCC(C)CC3)c2c1=O	-0.3
CCCn1c2ccc(F)cc2c2nnc(SCCN3CCOCC3)nc21	0.3

Part of the list above in order of length of the SMILES, rising:
SMILES	TTR transcr act
COc1ccccc1N1Cc2ccccc2C1	2.3
CC(C)CCn1c(C(C)O)nc2ccccc21 (stereo not drawn)	1.7
S=C(N/N=C/c1cccs1)NC1CC2CCC1C2 (stereo not drawn)	-1.3
O=c1[nH]c(CSc2ncn[nH]2)nc2ccccc12	0.2
O=C1Cc2ccccc2Sc2c(OCCN3CCCCC3)cccc21	-0.6
Cc1noc(C)c1COC(=O)c1cc(=O)[nH]c2ccccc12	31*
CCn1c(C(=O)Nc2ccsc2C(=O)OC)cc2sc(Cl)cc21	0.4
C#CCN1C(=O)[C@@](O)(c2cccn2C)c2cc(F)ccc21	-1.5
COc1cccc(Cn2cc(COC(=O)N(C)Cc3ccccc3)nn2)c1	0.2
O=C(Nc1ccccc1N1CCN(c2ccc(F)cc2)CC1)C1CCCCC1	0.8
O=C(CCc1nc2ccccc2c(=O)[nH]1)OCCOc1ccc(Cl)cc1	-1.8
COCCNC(=S)N/N=C/c1ccc(OCc2ccc(C(=O)OC)cc2)cc1	-1.5
CCc1nc(SCC(=O)Nc2ccc3c(c2)OCCO3)c2oc3ccccc3c2n1	5.9
CCOc1ccccc1NC(=O)CCNS(=O)(=O)c1ccc2[nH]c(=O)oc2c1	0.9
Cc1ccc(S(=O)(=O)N(C)CC(=O)NCC(c2ccc(F)cc2)N2CCOCC2)cc1 (stereo not drawn)	-0.9
CCOC(=O)C/C(C)=N/NC(=O)CN(c1ccc(Br)cc1)S(=O)(=O)c1ccccc1	1.8
CCCCN(CC)CCNC(=O)Cn1cnc2sc(C)c(S(=O)(=O)N3CCC(C)CC3)c2c1=O	-0.3
C/C=C/c1cccc(-c2nc(C(=O)N3CCOCC3)cc3c2[C@H](CCO)N(C(=O)NC(C)C)C3)c1	-1.0
CC(C)C[C@H](NC(=O)c1nc[nH]c1C(=O)N[C@@H](CC(C)C)C(=O)OC(C)(C)C)C(=O)OC(C)(C)C	-7.9

Next part.
SMILES	TTR transcr act
Cc1cc(=O)[nH]c(SCc2nnnn2-c2ccc(Cl)cc2)n1	0.6
COc1ccc(/C=C/C(=O)OCC(=O)Nc2c(C)cccc2C)cc1	1.7
C=CCOc1c(OC)cc(Cl)cc1C1NC(=O)NC(C)=C1C(C)=O (stereo not drawn)	-1.7
NC(=O)c1cc([N+](=O)[O-])c(Cl)cc1NCc1ccccn1	-0.4
CC(C)(NC(=O)NC(CO)c1ccccc1)c1cccc(C(C)(C)NC(=O)NC(CO)c2ccccc2)c1 (stereo not drawn)	4.5
Cc1sc2ncnc(NCC(c3ccco3)N(C)C)c2c1C (stereo not drawn)	-0.6
COc1ccc(/C=N/NC(=S)NC2CCS(=O)(=O)C2)cc1 (stereo not drawn)	1.9
CN(C(=O)COC(=O)c1c[nH]c(=O)[nH]c1=O)C1CCCCC1	23*
O=C(CCN1C(=O)C2CC=CCC2C1=O)Nc1ccccc1Cl (stereo not drawn)	2.9
CCCSc1nc2cc(C)c(C)cc2n1CC(O)CO (stereo not drawn)	1.0
O=c1c2c3c(sc2nc(N2CCNCC2)n1CCc1ccccc1)CCCCC3	-2.1
COc1cc(CNc2ccccc2SC)ccc1O	-1.3
Cc1ccc(N2C(=O)c3ccccc3C2=O)cc1Cl	-1.5
CC(=O)NNC(=S)NC(=O)c1ccccc1	-0.7
O=C(CSc1ccsc1[N+](=O)[O-])Nc1cccc(F)c1	-0.4
Cc1ccc(C(=O)COC(=O)CNC(=O)c2ccc(N3C(=O)c4ccccc4C3=O)cc2)cc1C	1.4
O=C(Nc1ccc(F)cc1F)c1cc(-c2ccco2)on1	0.7
Cc1cc(N2CCCCC2)ccc1[N+](=O)[O-]	1.9
CC(NC(=O)c1cnc2n(c1=O)CCS2)c1ccccc1 (stereo not drawn)	-1.7
CCN(CC)c1ccc(/C=C(/C#N)C(=O)NCc2ccccc2)o1	-1.0
CCC(C)NC(=O)N1c2ccccc2Sc2ccccc21 (stereo not drawn)	-1.3
COc1ccc2[nH]c(=S)cc(C)c2c1	0.0
Cc1ccc(-c2cc(C(=O)NC3CCCC3)no2)cc1	-1.8
O=C(CCC(=O)N(CC(=O)NC1CCCC1)C1CCCC1)Nc1ccccn1	-3.5
COc1ccc(-c2c(C)oc3c(CN4CCOCC4)c(O)ccc3c2=O)cc1	1.2
CC1CN(S(=O)(=O)Cc2ccccc2)CC(C)O1 (stereo not drawn)	-0.6
COc1cccc(OC)c1C(=O)Nn1c(C2CCC2)nc2ccccc2c1=O	0.0
COc1cc(C(=O)OCc2ccc([N+](=O)[O-])cc2)cc(OC)c1OC	1.9
Cc1nnc(NC(=O)CC(CN(C)S(=O)(=O)c2ccccc2)c2ccccc2)s1 (stereo not drawn)	-0.7
Cc1ccc(NC(=O)CSC2=C(C#N)C(c3ccco3)CC(=O)N2)cc1 (stereo not drawn)	-1.7
COc1cccc(C(C)(O)c2nc(-c3ccc(OC)nc3)cs2)c1 (stereo not drawn)	0.4
CCc1ccc(CN(C)C(=O)CCc2nnc(CCc3cccc(OC)c3)o2)nc1	-0.7
CC1CN(Cc2ccccc2)c2nc3c(c(=O)n(CC(N)=O)c(=O)n3C)n2C1 (stereo not drawn)	13*
Cc1nnc(SCSc2nnc(C)s2)s1	-0.4
N/C(Cc1ccc([N+](=O)[O-])cc1)=N\OC(=O)c1ccc(Br)o1	6.8
CC1CCCC(NC(=O)COC(=O)COc2ccc(C#N)cc2)C1C (stereo not drawn)	-0.1
Cc1noc(C)c1C(=O)N1CCC1(C)C(=O)NS(=O)(=O)c1ccc(Br)cc1 (stereo not drawn)	-1.7
CC(=O)NNC(=O)C(O)(c1ccccc1)c1ccccc1	1.4
Cc1cccc(N(C(=O)c2snc(C(N)=O)c2N)C(C(=O)NCC2CCCO2)c2ccc(N(C)C)cc2)c1 (stereo not drawn)	1.7
O=C1Cc2cccc(=O)c(O)c2C(=O)O1	0.7
C=CC1=CCN(S(=O)C(C)(C)C)[C@H]1CCO (stereo partly drawn)	-1.7
Cc1c(Cl)cccc1NC(=S)N1CCN(Cc2ccc3c(c2)OCO3)CC1	-1.3
Cc1ccc(C)c(Cn2cnc3c(nnn3-c3ccc(F)cc3)c2=O)c1	-1.9
CC(OC(=O)c1ccc2c(c1)OCCO2)C(=O)NC1CCCCC1C (stereo not drawn)	-0.1
COc1ccc(S(=O)(=O)N(C)C)cc1NC(=O)CSc1nc(N)cc(N)n1	-0.2
Cc1ccccc1C(=O)NNC(=O)CSc1nnc(C)n1-c1ccccc1	5.6
N#CC1(NC(=O)COC(=O)Cc2n[nH]c(=O)c3ccccc23)CCCCC1	-0.4
O=C(Nc1ccc(Cl)cc1)/C(=C1\CCCN1)[N+](=O)[O-]	0.6

Some of the compounds tested; rates above refer to the full screens.
